Source: PubChem BioAssay
VLA-4 inh = inhibition in human VLA-4 binding assay, primary screen, VLA-4 allosteric modulator project, MLPCN library, flow cytometry, VLA-4 expressing cells | Integrin alpha-4 (Homo sapiens), P13612 | ligand binding flow cytometry | inhibition, % (about 7 µM as worked out from the volumes in the protocol) | hit rate 0.2% among 330,000 | AID 2557, 2010; in the data active = inhibition above about 50%
Target sequence (P13612 whole entry, looked up): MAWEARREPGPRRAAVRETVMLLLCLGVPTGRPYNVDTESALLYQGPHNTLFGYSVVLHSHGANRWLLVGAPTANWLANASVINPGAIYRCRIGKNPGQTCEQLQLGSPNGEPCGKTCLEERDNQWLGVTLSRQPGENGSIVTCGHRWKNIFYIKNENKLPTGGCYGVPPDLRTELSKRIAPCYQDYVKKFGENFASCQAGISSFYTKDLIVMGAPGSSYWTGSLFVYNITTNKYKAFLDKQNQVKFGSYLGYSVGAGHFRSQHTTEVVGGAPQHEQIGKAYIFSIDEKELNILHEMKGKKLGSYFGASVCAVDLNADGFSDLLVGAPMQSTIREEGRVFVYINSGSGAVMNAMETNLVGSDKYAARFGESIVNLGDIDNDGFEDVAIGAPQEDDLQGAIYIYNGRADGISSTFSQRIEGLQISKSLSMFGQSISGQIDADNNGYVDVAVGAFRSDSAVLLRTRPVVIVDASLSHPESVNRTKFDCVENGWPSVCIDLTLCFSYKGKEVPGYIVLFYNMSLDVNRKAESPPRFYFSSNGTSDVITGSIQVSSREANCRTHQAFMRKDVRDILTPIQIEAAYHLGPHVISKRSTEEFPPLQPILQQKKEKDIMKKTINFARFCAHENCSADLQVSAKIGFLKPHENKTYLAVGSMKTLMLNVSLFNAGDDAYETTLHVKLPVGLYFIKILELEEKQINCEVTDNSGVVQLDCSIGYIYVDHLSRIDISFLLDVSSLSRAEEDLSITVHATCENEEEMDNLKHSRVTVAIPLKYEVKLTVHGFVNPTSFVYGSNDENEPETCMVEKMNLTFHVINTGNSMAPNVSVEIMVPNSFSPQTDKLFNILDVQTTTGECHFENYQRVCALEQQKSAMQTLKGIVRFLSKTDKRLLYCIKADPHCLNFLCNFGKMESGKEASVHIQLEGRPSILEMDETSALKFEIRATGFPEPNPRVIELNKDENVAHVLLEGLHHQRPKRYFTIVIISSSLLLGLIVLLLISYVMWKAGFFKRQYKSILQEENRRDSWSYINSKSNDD
MEX-5 binding = MEX-5 zinc finger RNA-binding disruptors – biochemical, C. elegans, fluorescence polarization, MLPCN library, primary screen | Zinc finger protein mex-5 (Caenorhabditis elegans), Q9XUB2 | MEX-5/FITC-TCR2 RNA binding; active compounds read low | activity score (negative = inhibition of binding), % at 10 µM | hit rate 0.38% among 300,000 | AID 1832, 2009;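 active = inhibition past about -25% in most replicates, and total fluorescence under double the plate's negative control median, limit read from the data; inconclusive = replicates evenly split on the limit, or fluorescence at least double controls; inactive = too little inhibition in most replicates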;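 note: 0% = DMSO and -100% = 5 µM competing unlabeled TCR2 RNA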
MCL1 BIM primary = inhibitors of MCL1 binding to BIM-BH3, primary screen, biochemical, fluorescence polarization; GST-MCL1 / FITC-Bim-BH3 fluorescence polarization; inhibition, % at 10.9 µM; hit rate 0.68% among 320,000; AID 2057, 2009;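 active = inhibition above the mean inhibition of all tested compounds plus 3 SD, set per campaign, cut at about 40% in these data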;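 note: 0% = DMSO wells and 100% = unlabeled Bim-BH3 peptide control; higher means more loss of mP so more displacement of Bim peptide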
CIT2-GFP yeast = modulators of CIT2-GFP expression in yeast, primary screen, S. cerevisiae, GFP fusion, multiplex flow cytometry, MLPCN library. S. cerevisiae CIT2-GFP strain, 3 h; 100 means same as DMSO wells. GFP response vs DMSO, % at 10 µM. hit rate 0.065% among 320,000. AID 2029, 2009;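 active = GFP response relative to DMSO above a set limit, near the screen mean plus 3 SD, cut at about 150% in these data; inconclusive = Fewer than 70 cells measured for a yeast strain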;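 note: ratio of well median GFP fluorescence to mean of DMSO wells on the plate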
Bcl-xL primary = inhibitors of human Bcl-xL, primary screen, biochemical, fluorescence polarization, HTS; Bcl-2-like protein 1 (Homo sapiens), Q07817; GST-Bcl-xL / FITC-Bim BH3 peptide fluorescence polarization; inhibition, % at 10.9 µM; hit rate 0.7% among 320,000; AID 2129, 2009;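 active = inhibition above the mean of all tested compounds plus 3 SD, cutoff set per campaign, cut at about 30% in these data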;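 note: 0% = DMSO wells and 100% = unlabeled Bim-BH3 peptide competitor; inhibitors lower millipolarization by displacing the labeled peptide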
GRK2 inh = compounds blocking aptamer binding on GRK2 – biochemical, human GRK2, bead flow cytometry, HTS, primary screen; hit rate 0.59% among 330,000; FAM-aptamer displacement from GRK2; AID 488847, 2010; Beta-adrenergic receptor kinase 1 (Homo sapiens), P25098; inhibition of aptamer binding, % at 10 µM;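 active = inhibition of aptamer binding above 40%, roughly 3 SD of noise, on plates passing a quality check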;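 note: median bead fluorescence of bound FAM aptamer so fluorescent compounds give negative values; no value below 0 was filed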
Yeast superoxide = reduction of superoxide in aged yeast, primary screen, HTS. superoxide response (% of plate mean), % at 10 µM. hit rate 0.18% among 330,000. S. cerevisiae aged cells, superoxide DHE fluorescence; active compounds read low. AID 2690, 2010;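 active = superoxide response under a set limit, about three screen SD below normal, cut at about 65% in these data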;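 note: yeast aged for seven days with compound at 30 °C before DHE staining; 100% = average MFI of all compound-treated wells on the plate with controls excluded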
GLD-1 TGE inh = GLD-1/TGE RNA complex disruptors, primary screen, biochemical, fluorescence polarization. Female germline-specific tumor suppressor gld-1 (Caenorhabditis elegans), Q17339. purified GLD-1 + fluorescein TGE RNA. inhibition, % at 5.96 µM. hit rate 0.44% among 320,000;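 active = percent inhibition above a per-plate cutoff, the plate mean of test compounds plus 3 SD, cut at about 30% in these data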;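 note: 0% = DMSO wells with GLD-1 and probe and 100% = wells lacking GLD-1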
AGP1-GFP MLPCN = modulators of AGP1-GFP expression in yeast TOR pathway, primary screen, cell-based, multiplex flow cytometry, S. cerevisiae, MLPCN library | 3 h; GFP as percent of DMSO wells | GFP response vs DMSO, % at 10 µM | hit rate 0.02% among 320,000 | AID 2066, 2009;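 active = GFP response relative to DMSO above a set limit, near screen average plus 3 SD, cut at about 150% in these data; inconclusive = fewer than 70 cells counted for the yeast strain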;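 note: median GFP channel fluorescence of the gated AGP1 strain per well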
The depositor's hits bear a star; ? = inconclusive; . = no result given.

| mol | AGP1-GFP MLPCN | Yeast superoxide | GLD-1 TGE inh | GRK2 inh | Bcl-xL primary | MEX-5 binding | VLA-4 inh | CIT2-GFP yeast | MCL1 BIM primary |
| --- | --- | --- | --- | --- | --- | --- | --- | --- | --- |
| CC1CN=C(N(C(=O)Nc2ccccc2)c2ccc(F)cc2)S1 (centres undefined) | 93 | 101 | -2 | 5 | 0 | 2.5 | 37 | 90 | -3 |
| Cc1ccc(C)c(NC(=S)Nc2cccc3cnccc23)c1 | 100 | 86 | -3 | 0 | 8 | -0.6 | 7 | 107 | 9 |
| CCCCP(=O)(CCCC)Cc1ccccc1O | 104 | 100 | -5 | 4 | 3 | -5.3 | 2 | 100 | 1 |
| Cc1sc2ncnc(SCc3ccc(C(=O)O)cc3)c2c1C | 103 | 94 | 2 | 3 | 4 | 1.6 | 16 | 108 | -4 |
| Cc1ccc(NC(=O)c2cc([N+](=O)[O-])ccc2Cl)c(O)c1 | 102 | 77 | 2 | 0 | 0 | 0.3 | -14 | 93 | -2 |
| CCN(Cc1ccccc1)C(=O)c1c(-c2ccccc2Cl)noc1C | 95 | 85 | 9 | 3 | 2 | 0.3 | 3 | 101 | -2 |
| OCCN(Cc1ccccc1)Cc1cccc(C(F)(F)F)c1 | 104 | 107 | -1 | 1 | -9 | . | 13 | 103 | -3 |
| COc1ccccc1N1CCN(C(=O)CSc2nc(C)c(C)c(=O)[nH]2)CC1 | 116 | 122 | -13 | 0 | 0 | 0.4 | -6 | 114 | 6 |
| O=C(O)c1cccc(S(=O)(=O)N(Cc2ccccc2)c2ccccc2Cl)c1 | 79 | 104 | . | 0 | . | 1.1 | 0 | 81 | . |
| Cc1ccc(C(=O)C2CCN(CC(=O)NC3CCCCC3)CC2)cc1 | 95 | 100 | -3 | 0 | 3 | 0.9 | . | 93 | -3 |
| O=C(c1cccc(S(=O)(=O)N2CCN(c3ccccc3)CC2)c1)N1CCN(c2ccccc2O)CC1 | 118 | 100 | -1 | 0 | 6 | 0.0 | 22 | 105 | 4 |
| COCC(=O)OC/C(O)=C(\C#N)c1nc2ccccc2[nH]1 | 105 | 92 | -7 | 2 | 4 | -15 | -4 | 103 | 1 |
| Cc1cc(OCC(=O)Nc2ccc(Br)cc2)cc2c1C(=O)CC(C)(C)O2 | 99 | 96 | 3 | 1 | -1 | -0.1 | 13 | 98 | -6 |
| Cc1cccc(NC(=O)NC2CCCc3ccccc32)c1 (centres undefined) | 94 | 110 | 6 | 1 | 5 | -0.7 | -13 | 104 | 2 |
| O=C(Nc1ccc(F)cc1)Nc1cccnc1Cl | 99 | 119 | 6 | 0 | 0 | 0.7 | 13 | 100 | -3 |
| CCC(Sc1ccc2nnc(-c3ccc(F)cc3)n2n1)C(=O)OC (centres undefined) | 98 | 111 | 2 | 2 | 2 | 0.7 | -346 | 93 | -2 |
| Cc1[nH]n(-c2ccccc2)c(=O)c1C(C[N+](=O)[O-])c1ccc(Br)cc1 (centres undefined) | 107 | 91 | 1 | 12 | 4 | 0.7 | 0 | 109 | 4 |
| C(=N\n1cnnc1)/c1cn(-c2cccs2)nc1-c1ccccc1 | 107 | 91 | 6 | 0 | 4 | -0.4 | 2 | 104 | 1 |
| Cn1cc(-c2ccno2)c(C(=O)O)n1 | 99 | 110 | -2 | 1 | -3 | -2.7 | 5 | 84 | -10 |
| Cn1cc(Cl)c(C(=O)NNC(=S)NCc2ccco2)n1 | 97 | 112 | 3 | 2 | 1 | -1.0 | 0 | 97 | -2 |
| CCOC(=O)C1CCCN(CC(O)COc2ccccc2C(C)=O)C1 (centres undefined) | 101 | 105 | 6 | 5 | 3 | -1.4 | -8 | . | 8 |
| CN(CC(=O)N1CCCCC1)S(=O)(=O)c1ccc(Cl)cc1 | 96 | 102 | 2 | 0 | 3 | -0.5 | 1 | 103 | 7 |
| COc1ccc(Cl)cc1NC(=O)c1oc(C)nc1C | ? | 111 | 0 | 1 | 2 | 0.2 | -5 | ? | 14 |
| COc1ccc2oc(C(=O)N3CCN(C/C=C/c4ccccc4)CC3)c(C)c2c1 | 85 | 111 | 2 | 8 | 0 | . | 4 | 80 | 1 |
| CCOC(=O)c1c(C)nc2sc3c(=O)n(-c4ccc(C)cc4)cnc3c2c1-c1ccc(OC)cc1 | 97 | 103 | 2 | 1 | 1 | 0.2 | 94* | 102 | 7 |
| COc1ccc(-c2nc(CS(=O)(=O)CC(=O)NCc3cccc(Br)c3)c(C)o2)cc1 | 105 | 107 | 0 | 0 | 11 | -0.9 | -21 | 150* | 2 |
| CCCCSc1nc(C)[nH]c1[N+](=O)[O-] | 99 | 98 | 4 | 0 | 0 | -2.2 | 9 | 102 | 1 |
| CCCCn1c(NC(C)=O)c(C#N)c2nc3ccccc3nc21 | 97 | 111 | -7 | 1 | -4 | 0.6 | 0 | 95 | -8 |
| O=C(NC1CCCCC1)/C(=N\O)c1ccccn1 | 98 | 96 | -2 | 0 | 1 | 2.0 | 5 | 99 | 0 |
| Cc1ccc(C(=O)NCCCNC(=O)c2ccccc2C)cn1 | 110 | 99 | 1 | 1 | 6 | 0.7 | -4 | 108 | 12 |
| Cc1cc2nc3n(c2cc1C)CCCN3 | 104 | 96 | -3 | 0 | 4 | -2.1 | 13 | 98 | 0 |
| C#CC[N+]1(CC#Cc2ccccc2)CCOCC1 | ? | 104 | 6 | 0 | 5 | 0.7 | 3 | ? | 4 |
| O=C(Nc1cnccn1)c1ccc(F)cc1Cl | 103 | 108 | 0 | 0 | 7 | -1.4 | 8 | 103 | 15 |
| CCN(C(=O)CSc1nc2cc(S(=O)(=O)N(CC)CC)ccc2o1)C1CCS(=O)(=O)C1 (centres undefined) | 91 | 98 | 4 | 1 | 8 | 1.7 | 7 | 98 | 8 |
| CC1CCCCN1CCNS(=O)(=O)c1ccc2c(c1)oc(=O)n2C (centres undefined) | 96 | 100 | 7 | 0 | 5 | -0.6 | 3 | 93 | 6 |
| COc1cc(OC)cc(C(=O)NC(C(=O)N2CCC2)C(C)C)c1 (centres undefined) | 90 | 109 | -1 | 0 | . | . | -6 | 91 | . |
| CC(C)CCNC(=S)Nc1ccc([N+](=O)[O-])cc1 | 93 | 80 | 3 | 0 | 5 | 0.0 | -3 | 94 | 3 |
| Cc1nnsc1C(=O)NNc1ccc(C(C)C)cc1 | 100 | 90 | -5 | 2 | 5 | 1.7 | 18 | 91 | 3 |
| Cc1cccc(Cc2cnc(NC(=O)CN3C(=O)/C(=C/c4ccccc4)SC3=S)s2)c1 | 97 | 100 | 0 | 2 | 7 | -1.3 | 6 | 97 | 2 |
| CCC(C)C(NC(=O)C1CCC(C)CC1)C(=O)NC(CCSC)C(=O)OC (centres undefined) | 98 | 101 | -1 | 4 | -5 | 0.7 | 1 | 96 | -2 |
| FC(F)(F)c1cccc(Cn2c3[n+](c4ccc(C(F)(F)F)cc42)CCCCC3)c1 | 107 | 101 | -1 | 0 | -8 | 3.2 | 12 | 102 | -19 |
| O=C(C1CCN(S(=O)(=O)c2ccc(F)cc2)CC1)N1CCCC(C(F)(F)F)C1 (centres undefined) | 112 | 97 | 8 | 0 | 4 | -1.0 | 5 | 97 | 0 |
| CCc1c(-c2ccccc2)nc2nc(C)c(C)nn12 | 90 | 95 | 18 | 3 | 25 | -9.9 | -19 | 82 | 21 |
| CCOc1ccc(S(=O)(=O)N2CCOCC2)cc1NC(=O)c1ccc(N2CCCC2=O)cc1 | 101 | 96 | 3 | 1 | -8 | 1.0 | 6 | 91 | -13 |
| Cc1[nH]c2ccccc2c1CCN(Cc1cccs1)C(=S)Nc1ccccc1 | 103 | 98 | 6 | 1 | -1 | 1.9 | -3 | 98 | 8 |
| CCOC(=O)C1=C(C)NC(C)=C(C(=O)OCC)C1C(=O)OCC(=O)N1CCCCC1C (centres undefined) | 96 | 80 | 0 | 0 | 1 | . | 6 | 101 | -5 |
| C=CC[n+]1c(C)csc1Nc1ccc(C)cc1 | 101 | 106 | 8 | 3 | 8 | 0.6 | 52* | 101 | 9 |
| CCNC(=S)N/N=C/c1cccc(OCc2c(F)cccc2Cl)c1 | 101 | 105 | 2 | 2 | -2 | 0.3 | 4 | 101 | -1 |
| Cc1ccc(C)c(S(=O)(=O)N2CCC(c3nc4c(nnn4Cc4ccc5c(c4)OCCO5)c(=O)[nH]3)CC2)c1 | 116 | 86 | -1 | 2 | 4 | -2.0 | -9 | 128 | 5 |
| Cc1cc(C)nc(SCCn2c(N3CC(C)OC(C)C3)nc3c2c(=O)n(C)c(=O)n3C)n1 (centres undefined) | 97 | 108 | -1 | 0 | 8 | 0.2 | 20 | 98 | 6 |
| O=C(N/N=C/c1ccccc1Cl)c1ccc(F)cc1 | 96 | 97 | 4 | 1 | 4 | -1.9 | 11 | 96 | 6 |
| CC(=O)c1ccc(OCCCC(=O)OCc2nnc(-c3ccc(Cl)cc3)o2)cc1 | 110 | 101 | -1 | 2 | 1 | 1.0 | 4 | 112 | 1 |
| Cc1sc2c(c1C)CN(C1CC(C)(C)NC(C)(C)C1)CN2C(=O)c1ccco1 | 98 | 105 | -2 | 0 | 17 | . | -20 | 101 | 22 |
| COc1ccc(CN(C)C(=O)c2ccc(Cl)c(S(=O)(=O)NCc3cccnc3)c2)cc1F | 99 | 114 | 0 | 0 | -1 | . | -4 | 100 | 7 |
| COc1cc(C(=S)NC2CCCCC2)ccc1O | 99 | 88 | -2 | 0 | 9 | -0.1 | 11 | 102 | 16 |
| Cc1onc(-c2c(Cl)cccc2Cl)c1C(=O)NCCN1CCOCC1 | 98 | 117 | -3 | 0 | -2 | -1.9 | 18 | 102 | -4 |
| CC(=O)c1cc2c(cc1NC(=O)CCC1CCCC1)OCO2 | 99 | 114 | 3 | 1 | 0 | 2.4 | -9 | 90 | -7 |
| Cc1nc2sc(C)c(C)c2c(=O)o1 | 96 | 115 | 0 | 4 | 5 | -1.0 | 12 | . | 2 |
| O=C1c2[nH]nc(-c3ccccc3O)c2C(c2cccc(O)c2)N1Cc1ccco1 (centres undefined) | . | 113 | 0 | 3 | 4 | -1.5 | -2 | 95 | 13 |
| CC(C)c1ccc(Nc2nc(Cl)nc(NCCO)n2)cc1 | 100 | 96 | 4 | 0 | 3 | 2.3 | 10 | 99 | 4 |
| COc1cccc2cc(-c3nnc(SCC(=O)NCc4ccccc4)n3C)oc12 | 99 | 118 | 2 | 5 | 2 | -0.4 | -2 | 100 | 7 |
| Cc1nn(-c2cccc(C(F)(F)F)c2)c(=O)c2noc(C)c12 | 90 | 133 | -4 | 2 | -2 | . | 0 | 91 | 3 |
